PostGolgi ctrl: growth of the yeast control strain, post-Golgi counter-screen; AID 738; inhibition, % at 10 µM; hit rate 5% among 98,000; efflux-deficient yeast background strain, growth absorbance A615, 16 h
CYP2C9 act: increases human cytochrome P450 2C9 activity; recombinant CYP2C9, luciferin-H conversion, luminescence; active compounds read high; factor 1 = untreated enzyme, 0 = blocked; P11712; AID 1024; activation factor at 5 µM; hit rate 1.4% among 96,000;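 active = activation factor of 2 or more for CYP2C9 at a 5 µM dose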;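 note: 0 = sulfaphenazole-blocked wells and 1 = vehicle-only wells; values of inactives mirror those of a sister screen read the other way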
Target sequence (P11712 whole entry, looked up): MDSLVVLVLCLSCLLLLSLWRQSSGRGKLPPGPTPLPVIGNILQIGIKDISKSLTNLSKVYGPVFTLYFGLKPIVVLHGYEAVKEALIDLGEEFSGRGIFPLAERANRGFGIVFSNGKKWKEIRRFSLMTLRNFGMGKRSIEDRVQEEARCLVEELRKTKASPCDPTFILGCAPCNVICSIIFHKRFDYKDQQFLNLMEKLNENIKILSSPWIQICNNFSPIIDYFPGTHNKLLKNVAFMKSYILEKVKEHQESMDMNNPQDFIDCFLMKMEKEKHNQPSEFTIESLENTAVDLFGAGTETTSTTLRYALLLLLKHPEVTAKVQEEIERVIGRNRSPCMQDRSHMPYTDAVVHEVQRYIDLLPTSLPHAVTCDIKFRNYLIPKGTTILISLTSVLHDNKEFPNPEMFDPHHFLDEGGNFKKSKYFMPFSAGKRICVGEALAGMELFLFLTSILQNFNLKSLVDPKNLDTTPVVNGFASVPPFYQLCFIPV
LYP act: LYP (human) phosphatase activation | activation, % at 2 µM | AID 697 | Q9Y2R2 | hit rate 0.11% among 96,000 | recombinant LYP, DiFMUP fluorescence; 0 = plate median, 100 = signal doubled;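 active = activation at 2 µM above a set limit, the mean plus 5 SD, cut at about 37% in these data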
Ecoli WT expand: E. coli BW25113 growth inhibition, expanded screen; OD600 absorbance; growth inhibition, % at 100 µM; AID 710; hit rate 0.15% among 98,000;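 active = growth inhibition above about 50% at one test dose, limit read from the data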;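 note: growth measured after 20 h incubation at 37 °C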
Pyk2 oligo antag: blocks oligomerization of human Pyk2 in cells; Q14289; Q293 cells, Pyk2 FERM NanoBiT luminescence; active compounds read low; z-score (the deposit names both 25 µM and 10 µM); hit rate 0.83% among 99,000;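 active = Z-score of -3 or lower, scaled per plate to the spread of control and sample wells; inactive = z-score above -3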;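 note: negative z-score means lost luminescence so less FERM oligomerization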
CYP2C9 inhib: inhibitors of human CYP2C9; P11712; CYP2C9 Supersomes, luciferin-H conversion, luminescence; inhibition, % at 5 µM; hit rate 20% among 96,000;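 active = blocking of liver enzyme CYP2C9 beyond about 50% at 5 µM, limit read from the data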; note: values of inactives mirror those of a sister screen read the other way
hDAT+cocaine: modulates human dopamine transporter uptake under cocaine. Q01959. LLC-PK1 hDAT cells, [14C]-dopamine uptake with cocaine IC80; actives deviate in either direction. B-score at 10 µM. hit rate 1.3% among 110,000. AID 449768;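 active = Z score or B-score, a plate-position-corrected score, falls beyond the plate's 99.7% confidence bounds, in either direction; inactive = both scores lie inside the 99.7% bounds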;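 note: scored against the spread of the other compound wells on the same plate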
Target sequence (Q01959 whole entry, looked up): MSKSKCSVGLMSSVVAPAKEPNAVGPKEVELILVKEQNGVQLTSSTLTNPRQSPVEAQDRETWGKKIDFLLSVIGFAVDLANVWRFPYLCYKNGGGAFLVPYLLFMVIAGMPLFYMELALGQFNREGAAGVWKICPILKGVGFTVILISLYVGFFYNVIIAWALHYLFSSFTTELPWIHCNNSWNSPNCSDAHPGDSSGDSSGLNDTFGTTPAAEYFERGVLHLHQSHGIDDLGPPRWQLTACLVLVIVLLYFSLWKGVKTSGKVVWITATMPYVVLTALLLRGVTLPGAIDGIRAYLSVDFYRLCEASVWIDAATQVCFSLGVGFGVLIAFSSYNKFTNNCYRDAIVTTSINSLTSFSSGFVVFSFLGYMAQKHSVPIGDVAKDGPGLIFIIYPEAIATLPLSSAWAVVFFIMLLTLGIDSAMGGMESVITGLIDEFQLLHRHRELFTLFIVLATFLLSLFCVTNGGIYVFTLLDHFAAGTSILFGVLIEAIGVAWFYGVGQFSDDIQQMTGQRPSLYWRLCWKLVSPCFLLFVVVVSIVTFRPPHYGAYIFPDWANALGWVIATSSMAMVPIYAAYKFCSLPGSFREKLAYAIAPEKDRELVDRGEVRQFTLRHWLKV
PTPN22 inh 2: LYP (human) phosphatase inhibition. inhibition, % at 2 µM. hit rate 0.21% among 96,000. AID 640. recombinant LYP catalytic domain, DiFMUP fluorescence. Q9Y2R2;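 active = inhibition at 2 µM at or above a set limit, the screen mean plus 3 SD, cut at about 24% in these data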;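 note: 0% = DMSO with enzyme and 100% = enzyme fully blocked by orthovanadate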
PostGolgi yeast: growth inhibition of a yeast mutant, post-Golgi transport screen | post-Golgi transport phenotypic cell assay | AID 739 | inhibition, % at 10 µM | hit rate 0.9% among 98,000;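 note: yeast cells grown in 1536-well plates; yeast grown about 18 h at 30C before absorbance read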
* marks the source's active call; other numbers are inactive results; · = no result given; & = joins results of further samples. Cut-off read from the data, not from the text of the source, unless noted: active = inhibition above about 30%; inactive = the rest.

SMILES	PostGolgi ctrl	CYP2C9 act	LYP act	Ecoli WT expand	Pyk2 oligo antag	CYP2C9 inhib	hDAT+cocaine	PTPN22 inh 2	PostGolgi yeast
O=C(C1CCC(C(=O)N2CCc3ccccc32)CC1)N1CCc2ccccc21 (centres undefined)	1	1.7	-14	-10	-0.13	-69	0.16	16	-10
CN(Cc1ccccc1)C(=O)CSc1nnc(-c2ccco2)n1-c1ccccc1	2	0.8	-6	5	-1	18	0.78	6	13
O=C(COc1ccccc1)N1CCN(C(=O)Cc2ccccc2)CC1	8	1.1	4	-11	-0.15	-6	0.13	-5	0
CC1(C)NC(=O)N(CCOCCOc2ccccc2)C1=O	5	0.8	0	2	0.86	18	1.3	2	-5
COc1ccc(N2C(=O)C3CCCN3C2c2cccs2)cc1 (centres undefined)	9	0.7	-5	4	·	31	0.045	2	0
COc1ccc(OC)c(N(CC(=O)N2CCc3ccccc3C2)S(C)(=O)=O)c1	4	1	0	7	-0.38	4	-1.1	-3	1
CC1(C)OC(=O)C(C(c2ccccc2)C(C#N)C(N)=O)=C(O)O1 (centres undefined)	-6	1.2	·	-1	0.91	-22	-2	·	1
COc1ccc(C(=O)N2c3ccccc3C(=O)OC2c2ccc3c(c2)OCO3)cc1 (centres undefined)	3	0.2	2	-4	-0.61	81*	-0.56	-4	-3
Cc1nn(Cc2ccc(F)cc2)c(C)c1NC(=O)c1nn(C)cc1Cl	·	·	3	·	-0.31	·	-0.29	-2	·
S=c1[nH]nc(-c2ccc3ccccc3n2)o1	2	0.5	1	-1	0.05	53*	0.042	-2	-2
CCCn1c(=O)c(C(=O)c2ccccc2)nc2ccccc21	-10	1.4	-7	9	0.19	-39	-1.6	4	-7
CCOC(=O)N1CCN(C(=O)C2CCCN(S(=O)(=O)c3ccccc3)C2)CC1 (centres undefined)	-3	0.8	-2	-2	1	24	-0.82	3	9
CC(C)C1NC(=S)N(Cc2ccccc2)C1=O (centres undefined)	-4	0.9	2	0	-1.3	14	-0.26	1	13
COc1cc(NC(=O)C2CCCN2S(=O)(=O)c2cccc3cccnc23)cc(OC)c1OC (centres undefined)	-2	0.2	·	-4	·	83*	·	·	-15
COc1cccc(C(c2nnnn2Cc2ccco2)N2CCN(c3cccc(C)c3C)CC2)c1OC (centres undefined)	20	0.3	-6	-21	-3.9*	70*	0.065	5	-5
O=c1c2[nH]c3cccc(Cl)c3c2ncn1CCN1CCCCC1	3	·	-12	11	-0.21	·	0.027	10	-6
COc1ccccc1C(=O)Nc1ccc(N2CCN(Cc3ccccc3)CC2)cc1	5	2.5*	7	-14	-0.93	-145	0.95	-3	8
COc1ccc(NC(=O)CC2Oc3ccccc3NC2=O)cc1 (centres undefined)	-4	1	·	1	·	4	-0.03	·	6
Cc1ccc(C)c(N2CCN(C(=O)C3CCCN(S(=O)(=O)c4cnc[nH]4)C3)CC2)c1 (centres undefined)	0	1	-1	9	·	0	0.38	0	-5
COc1ccc(NC(=O)c2ccc3c(c2)C(=O)N(Cc2cccnc2)C3=O)cc1	-5	0.9	8	3	0.43	15	-0.75	-9	1

Pulled one by one from above:
SMILES	PostGolgi ctrl	CYP2C9 act	LYP act	Ecoli WT expand	Pyk2 oligo antag	CYP2C9 inhib	hDAT+cocaine	PTPN22 inh 2	PostGolgi yeast
COc1cc(NC(=O)C2CCCN2S(=O)(=O)c2cccc3cccnc23)cc(OC)c1OC (centres undefined)	-2	0.2	·	-4	·	83*	·	·	-15
CC(C)C1NC(=S)N(Cc2ccccc2)C1=O (centres undefined)	-4	0.9	2	0	-1.3	14	-0.26	1	13

Next section:
SMILES	PostGolgi ctrl	CYP2C9 act	LYP act	Ecoli WT expand	Pyk2 oligo antag	CYP2C9 inhib	hDAT+cocaine	PTPN22 inh 2	PostGolgi yeast
Cc1cccc(N2CCN(S(C)(=O)=O)CC2)c1C	-2	0.8	8	2	0.38	16	0.22	-12	25
Cc1ccccc1Cn1c2ccccc2c2cn[nH]c(=O)c21	24	0.8	-3	4	-0.18	17	-0.75	2	2
CC(=O)NCc1ccc(C(=O)CSc2nnc(-c3ccncc3)n2Cc2ccccc2)o1	12	·	-4	2	0.16	·	0.29	8	0
CC(=O)c1ccc(OC(C)C)c(CSc2nc(O)cc(=O)[nH]2)c1	20	0.4	-6	4	3.4	59*	0.41	6	1
CN=C(Nc1cc(C)nn1CCC#N)c1ccccc1F	8	1	8	1	0.12	-1	-0.61	-11	3
CCCCNc1oc(-c2ccc(OC)cc2)nc1S(=O)(=O)c1ccccc1	5	0.8	-4	-8	0.65	18	0.00041	7	7
Cc1nn(C)c(C)c1NS(=O)(=O)c1ccccc1	8	0.9	0	-3	0.51	7	-1.6	-1	1
O=C1CSC(c2nn(-c3ccccc3)cc2-c2cc3ccccc3oc2=O)N1Cc1ccco1 (centres undefined)	14	0.2	4	-15	-1.7	84*	1.1&1.7	-6	14
O=C(NC(C(=O)c1ccccc1)n1c(=O)cc[nH]c1=S)c1ccccc1 (centres undefined)	·	·	-2	·	-0.69	·	-0.76	2	·
CCC(C)NC(=O)C1CCN(S(=O)(=O)c2cccs2)CC1 (centres undefined)	3	0.5	-10	7	0.04	52*	-0.29	9	-3
COC(=O)c1c(NC(=O)CN2CCC(C)CC2)c2c(C)cccc2n1C	11	0.9	2	2	·	6	-0.027	-4	26
CCN(CC)c1nc(C#N)nc(N(CC)CC)n1	0	1.1	·	11	1.2	-12	-0.0025	·	24
COc1cc(OC)cc(C(=O)Nc2nc3ccccc3[nH]2)c1	19	0.9	1	-10	-0.61	15	0.057	0	1
Cn1nnnc1SCCNCC#Cc1ccccc1	23	0.7	-2	1	-0.17	26	-0.14	0	-2
CSC(=NCc1cccnc1)NS(=O)(=O)c1cccs1	9	0.9	1	-5	-0.36	13	0.12	-6	-6
CCCCn1c(SCc2nc(N)nc(Nc3ccccc3C)n2)nc2ccccc2c1=O	16	0	-4	-9	-2.4	99*	0.46	2	-3
O=C(Nc1c(F)cc(F)cc1Br)c1cc(-c2ccco2)on1	-7	2*	-9	-5	0.3	-97	0.66	8	-4
COc1ccc(NC(=O)NCCN2C(=O)C3C4C=CC(C4)C3C2=O)cc1 (centres undefined)	14	0.8	-3	7	·	16	0.78	0	-8
CCCNC(=S)N1CCC(c2nc3cc(C)c(C)cc3[nH]2)CC1	3	0.8	2	-3	-0.13	16	0.83	2	7
Cc1cc(C)n(Cc2ccc(C(=O)NCc3ccco3)o2)n1	0	0.8	-8	6	-1	22	0.39	9	-4
CO/N=C/C(=N\Nc1ccc(OC)cc1)C(=O)c1ccc(OC)cc1	4	0.3	-3	-5	-1.9	68*	0.49	5	-8
O=S(=O)(/C=C/c1ccccc1)c1ccccc1	5	4.1*	-2	2	-0.39	-306	-0.63	-1	1
CC(C)CNC(=O)c1ccccc1-c1ccccc1C(=O)O	12	1.1	-6	-2	0.59	-8	-1.1	7	-2
O=C(NCc1nc2ncc(Br)cc2[nH]1)c1ccccc1	4	0.9	5	15	0.51	12	-7.3*	-6	-10
O=C(Nc1cccc2ncccc12)c1cccc(F)c1	-2	0.9	6	-1	-0.1	6	-0.57	-2	15
CCCCOC(=O)C1CCCC(C)N1 (centres undefined)	8	0.8	2	2	0.27	19	-0.13	0	1
CC(C)Oc1ccc(N2CC(C(=O)Nc3ccc(N4CCOCC4)cc3)CC2=O)cc1 (centres undefined)	·	·	10	·	0.28	·	-1.2	-9	·
O=C(CSc1ccsc1[N+](=O)[O-])NCCc1ccc(Cl)cc1	3	0.9	0	-7	-0.43	8	-0.93	5	-4
O=C(Cn1cnc2c(nnn2Cc2ccc(Cl)cc2)c1=O)NCc1ccco1	-6	·	6	-17	0.7	·	0.049	-3	-2
COc1ccccc1-c1nnc(SCC(=O)Nc2ccc(S(N)(=O)=O)cc2)n1C	13	0.2	-1	6	-0.37	76*	-0.85	1	4
CC1(C)CC(=O)c2cc(C(=O)O)c(=O)n(-c3ccccc3)c2C1	9	1.2	4	-2	0.91	-19	2.2	-2	4
CCCNS(=O)(=O)c1ccc(CCC(=O)N2CCCCC2)cc1	9	0.7	5	7	1.4	28	-0.57	-3	0
COc1cccc(NC(=O)CC2COc3ccccc3O2)c1 (centres undefined)	7	0.8	-5	-2	-0.69	24	-0.63	6	2
O=C1C2C3CCC(C3NCc3ccccc3)C2C(=O)N1Cc1ccccc1 (centres undefined)	21	0.8	-8	0	0.13	24	0.047	12	-8
COc1ccc(-c2noc(CCC(=O)NCc3cccnc3)n2)cc1	-6	0.3	·	2	-0.33	74*	-0.24	·	13
Cc1c(C(=O)NC(=S)Nc2ccc(NC(=O)c3cccs3)cc2)cccc1[N+](=O)[O-]	·	·	0	·	-0.62	·	0.091	3	·
O=C(NCCc1c[nH]c2ccccc12)C(F)(F)C(F)F	14	0.7	14	9	-0.57	27	0.013	-14	-7
O=C(Cn1ncc2c(=O)oc3ccccc3c21)N(Cc1ccco1)C1CCCCC1	13	·	·	-6	·	·	0.66	·	6
COc1ccccc1Nc1ncc(C(=O)N2CCC(C(N)=O)CC2)c2ccccc12	10	0.7	·	11	0.19	28	-0.6	·	-7
O=C(c1ccc2c(c1)OCO2)N1CCCN(C(=O)c2ccc3c(c2)OCO3)CC1	2	0.3	1	1	-0.55	74*	-0.22	-3	0
CC(=O)Nc1ccc(S(=O)(=O)N=S(C)C)cc1	-2	1	13	0	0.19	1	-0.013	-8	-6
O=C(c1ccccc1Oc1ccccc1)N1CCN(c2ccc(F)cc2)CC1	17	0.2	4	-12	0.75	77*	0.28	-1	4
C/C=C(\C)C(=O)OC1c2c(ccc3ccc(=O)oc23)OC(C)(C)C1OC(C)=O (centres undefined)	·	·	-10	·	-1.2	·	-0.024	9	·
Brc1cnc(N2CCCC2)nc1N1CCOCC1	11	0.8	2	3	-0.23	20	0.14	-2	-6
O=C(COc1ccc(Br)cc1)OCc1nnc(-c2ccccc2)o1	-3	1	-8	-2	0.86	-3	·	7	-9
COCc1ccccc1Cn1cnc2c1c(=O)n(C)c(=O)n2C	9	0.9	-2	-5	1.9	6	-0.57	5	4
CC1=CC(C)(C)Nc2cc(C)c(C)cc21	-4	0.8	-7	0	1.2	19	0.09	5	5
Cc1ccc(N2CC(C(=O)Nc3cc(C)on3)CC2=O)cc1 (centres undefined)	-5	0.8	0	-2	-0.3	18	0.15	5	-12
O=C1OC2CC3CC1CC(O)(C3)C2 (centres undefined)	-1	1.1	2	0	0.2	-8	0.12	-3	-3
O=C(CCN1CCc2ccccc2C(c2ccccc2)C1)c1ccc2c(c1)OCCO2 (centres undefined)	-1	0.5	-2	20	1.4	55*	-0.68	4	-11
The listing continues.
SMILES	PostGolgi ctrl	CYP2C9 act	LYP act	Ecoli WT expand	Pyk2 oligo antag	CYP2C9 inhib	hDAT+cocaine	PTPN22 inh 2	PostGolgi yeast
CC(C)(C)c1ccc(O)c(N)c1	4	0.9	-7	3	·	6	-0.6	9	20
CCOc1ccc2nc(NC(=O)c3ccc(OC)c(S(=O)(=O)N4CCOCC4)c3)sc2c1	10	0.7	-3	-4	-3.7*	25	0.57	4	12
O=C(CSc1nnnn1-c1ccc2c(c1)OCCO2)N1CCc2ccccc21	11	1.3	13	-2	-1.2	-35	-0.00032	-16	-7
Cn1c(SCC(=O)Nc2sccc2C#N)nnc1-c1ccccc1	12	0.7	-10	-6	-0.46	27	0.75	10	5
COC(=O)C(Cc1cnc(Cl)s1)(C(=O)OC)c1ccc(C(F)(F)F)cc1[N+](=O)[O-]	13	0.5	-1	-8	-2	51*	-0.67	2	14
CCc1nccn1S(=O)(=O)c1ccc2ccccc2c1	3	1.7	·	7	2	-72	-0.63	·	4
COC(=O)C1=C(CSc2nnnn2C)NC(=O)NC1c1cc(C)ccc1C (centres undefined)	5	0.6	6	0	-1.2	38	-0.2	-7	-4

Among those listed so far, two have a COOH group.
SMILES	PostGolgi ctrl	CYP2C9 act	LYP act	Ecoli WT expand	Pyk2 oligo antag	CYP2C9 inhib	hDAT+cocaine	PTPN22 inh 2	PostGolgi yeast
CC(C)CNC(=O)c1ccccc1-c1ccccc1C(=O)O	12	1.1	-6	-2	0.59	-8	-1.1	7	-2
CC1(C)CC(=O)c2cc(C(=O)O)c(=O)n(-c3ccccc3)c2C1	9	1.2	4	-2	0.91	-19	2.2	-2	4

Compound activity from PubChem BioAssay.
